Assay outcomes: PubChem BioAssay, National Center for Advancing Translational Sciences (NCATS)
AMA1-RON2 inh = qHTS for Inhibitors of AMA1-RON; Towards Development of Antimalarial Drug Lead: Primary Screen; Plasmodium falciparum AMA1 (3D7) - RON2 peptide interaction; 360,000 compounds, 0.2% hits; Potency, µM (doses to about 58.2 µM), for the others: at the top dose activity change, negative = inhibition, actives largely listed as inhibitors; AlphaScreen AMA1-biotinylated RON2 peptide binding;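 note: potency is the fitted concentration of half-maximal effect; 0% = vehicle wells and -100% = peptide control; nearly all actives have a fitted effect of over 45% in size; some results filed as inactive show a strong effect at the top dose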
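AMA1 (3D7) with his tag at 25 nM final met compounds first, then biotinylated RON2 peptide at 25 nM; detection used donor plus acceptor beads, 10 µg/mL apiece, read by AlphaScreen after 30 min at room temperature.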
Shiga inhibitor = A qHTS for Small Molecule Inhibitors of Shiga Toxin; AID 2315, 2010; 290,000 compounds, 9.2% hits; inhibition, % at 38.7 µM; Vero cells, Shiga toxin protein synthesis inhibition reporter; in the data active = inhibition mostly above about 28%, no sharp cut-off; inactive = mostly below about 43%; note: 0% is about no effect
AmpC detergent = qHTS Inhibitors of AmpC Beta-Lactamase (assay with detergent) | 370,000 compounds, 0.041% hits | AID 485294, 2010 | Potency, µM (doses to about 114 µM), for the others: at the top dose activity change, negative = inhibition, actives largely listed as inhibitors | P00811 | AmpC hydrolysis of nitrocefin, absorbance 480 nm, 0.01% Triton;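 note: potency is the fitted concentration of half-maximal effect; 0% = no-compound wells and -100% = no-enzyme wells; nearly all actives have a fitted effect of over 25% in size; some results filed as inactive show a strong effect at the top dose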
Target sequence (P00811 whole entry, looked up): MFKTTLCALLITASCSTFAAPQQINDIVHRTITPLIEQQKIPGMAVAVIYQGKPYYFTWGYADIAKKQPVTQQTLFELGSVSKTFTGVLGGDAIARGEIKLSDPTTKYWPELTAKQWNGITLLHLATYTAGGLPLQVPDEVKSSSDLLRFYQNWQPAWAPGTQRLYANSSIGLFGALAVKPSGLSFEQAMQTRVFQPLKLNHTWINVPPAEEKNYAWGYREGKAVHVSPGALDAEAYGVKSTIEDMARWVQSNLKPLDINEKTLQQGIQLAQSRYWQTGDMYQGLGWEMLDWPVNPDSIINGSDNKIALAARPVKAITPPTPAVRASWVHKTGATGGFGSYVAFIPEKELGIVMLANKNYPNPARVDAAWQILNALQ
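AmpC (5.3 nM in the dispensed reagent) in 20 mM phosphate pH 7.0 with 0.01% (detergent screen) or 0.0001% Triton X-100 was preincubated with compounds for 15 min at room temperature. Nitrocefin was then added from an 800 uM solution, and hydrolysis was followed at 480 nm.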
FBPA Giardia inh = qHTS Assay for Inhibitors of Fructose-1,6-bisphosphate Aldolase from Giardia Lamblia | A8B2U2 | purified Giardia FBPA | Potency, µM (titrated, usually from 59.6 µM), inactives show at the highest dose activity, negative = inhibition, hits mostly inhibitors | 290,000 compounds, 0.71% hits; note: potency is the fitted concentration of half-maximal effect; % is set by controls: 0 for no effect and ±100 for the full control effect; nearly all actives have a fitted effect of over 55% in size
Target sequence (A8B2U2 whole entry, looked up): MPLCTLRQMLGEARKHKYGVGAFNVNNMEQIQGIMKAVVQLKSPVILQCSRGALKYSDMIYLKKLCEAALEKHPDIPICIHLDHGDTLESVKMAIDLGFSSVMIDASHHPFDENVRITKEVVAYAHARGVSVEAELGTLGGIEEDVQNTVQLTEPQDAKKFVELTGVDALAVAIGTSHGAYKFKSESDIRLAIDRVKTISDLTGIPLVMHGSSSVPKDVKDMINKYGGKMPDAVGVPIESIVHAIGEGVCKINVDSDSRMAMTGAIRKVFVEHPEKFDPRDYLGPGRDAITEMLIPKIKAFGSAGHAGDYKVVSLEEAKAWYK
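Giardia FBPA (40 nM reagent) was preincubated 10 min at RT with compound (up to 57.5 uM final), then substrate plus GAPDH/TPI/NAD/arsenate coupling system with diaphorase/resazurin was added; resorufin fluorescence (525/598 nm) was read after 20 min.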
CHX counter = Cycloheximide Counterscreen for Small Molecule Inhibitors of Shiga Toxin | 300,000 compounds, 12% hits | AID 2314, 2010 | cell reporter, cycloheximide protein synthesis inhibition counterscreen | max response, %; in the data active = max response mostly above about 13%, no sharp cut-off; inactive = mostly below about 14%; note: read at 38.3 µM for the half of the compounds with a filed dose; 0% is about no effect
HCMV antiviral = qHTS Assay for inhibitors of the human cytomegalovirus (HCMV). 410,000 compounds, 4.5% hits. HFF cells, HCMV-luciferase reporter, 72 h; stronger effect = lower value. activity change, negative = inhibition, % at 57.5 µM. AID 1259415, 2018; in the data active = activity change below about -60%; inconclusive = no clear call, values can overlap the other calls; inactive = above about -39%; note: % is set by controls: 0 for no effect and ±100 for the full control effect
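Inhibition of viral replication was scored as loss of reporter luminescence in HFFs infected with HCMV-luciferase (MOI 1 PFU/cell) for 72 h; compounds tested at 2 doses, normalized to buffer and Salinomycin controls.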
AmpC inh no detg = qHTS Inhibitors of AmpC Beta-Lactamase (assay without detergent). P00811. AmpC nitrocefin hydrolysis, absorbance 480 nm, 0.0001% Triton. Potency, µM (top dose mostly 57.1 µM), inactives show top-dose activity change, negative = inhibition, most hits filed as inhibitors. 330,000 compounds, 0.52% hits;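 note: potency is the fitted concentration of half-maximal effect; plate controls were no compound for no effect and no enzyme for full effect; nearly all actives have a fitted effect of over 20% in size; some results filed as inactive show a strong effect at the top dose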
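20 mM phosphate pH 7.0 + 0.01% (detergent screen) or 0.0001% Triton X-100; 5.3 nM AmpC reagent; cpd preinc 15 min RT; nitrocefin (800 uM stock) to start; A480 q20 s × 4 min; Activity was normalised to no-enzyme and no-compound control wells.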
An asterisk follows results filed as active; i = inactive; ? = inconclusive; . = not tested or not shown; & = joins results of further samples; ! = repeats disagree; [ ] = another dose, or the depositor's remark. Unless noted, calls come from the whole dose curve; as a rule, active = well fitted curve in the direction sought with a large enough effect; inconclusive = small, poorly fitted or top-dose-only effect, or another doubt; inactive = no such curve, though single readings can be large; an effect the other way counts as inactive or inconclusive.

canonical_smiles	AMA1-RON2 inh	Shiga inhibitor	AmpC detergent	FBPA Giardia inh	CHX counter	HCMV antiviral	AmpC inh no detg
COc1ccc(C(C(=O)NC2CCCCC2)N(C(=O)c2ccccn2)c2cccnc2)c(OC)c1 (stereo unspecified)	-3%	-8	-8%	0%	-4	125	45%
NC(=O)CCCn1c(C(=O)c2cc(Cl)c(N)c(Cl)c2)c2ccc([N+](=O)[O-])cc2[n+]1[O-]	-5%	.	-14%	.	.	-13	4%
CCOc1ccc(C(C)NC(=O)c2cc(=O)[nH]c3ccccc23)cc1OCC (stereo unspecified)	6%	-9	-15%	11%	-1	-13	-2%
CC(C)c1nc2sc3c(c2c(=O)[nH]1)CC(C)(C)OC3	-6%	-3	1%	6%	2	-12	-10%
CC1=NCCN1S(=O)(=O)c1c(C(C)C)cc(C(C)C)cc1C(C)C	55%[activator]	2	3%	0%	-5	-14	-8%
CCC(Oc1ccccc1)C(=O)Nc1nnc(C(F)(F)F)s1 (stereo unspecified)	3%	-8	1%	3%	-2	-34	-23%
CCOC(=O)c1cccc(Nc2nc(-c3cccnc3)nc3ccccc23)c1	-23%	-11	-4%	-19%	-2	-21	30%
CCOc1ncccc1C(=O)OCC(=O)Nc1ccc2c(c1)OCCO2	8%	.	-21%	.	.	10	-17%
CCC(OC(=O)c1ccco1)C(=O)NCc1ccc(C)cc1 (stereo unspecified)	-6%	-1	?	0%	-2	6	-11%
CCOC(=O)c1c(NC(=O)CSc2nnc(C)c(=O)[nH]2)sc2c1CCC2	-4%	-1	-5%	16%	-2	-15	-23%
COc1ccc(-c2cn3ccccc3n2)cc1	-1%	46	2%	-13%	31*	22	-6%
CCOC(=O)c1cnc(SCC(=O)Nc2cc(OC)ccc2OC)nc1N	-15%	23	-14%	9%	6	7	-14%
CCCNC(=O)N1CCN(c2ncccn2)CC1	17%	-1	2%	-1%	-2	6	-20%
O=C(CN1CCC(O)(c2ccc3c(c2)OCO3)CC1)OC1CCCCC1	10%	-6	?	7%	-2	-4	-3%
O=S(=O)(O)CCS	11%	.	.	0%	.	-8	.
Cc1ccc(F)cc1NC(=O)c1ccc(OCC2CCCO2)cc1 (stereo unspecified)	18%	.	.	.	.	-4	-40%
COc1ccc(C(=O)Nc2cccc(/C=C(\CCC(=O)O)c3nc4ccccc4s3)c2)cc1	-4%	59*	-7%	5%	17*	59	-9%
Nc1ccc(N=Nc2ccccc2)cc1	?	69*	-8%	4%	41*	24	-21%
CC1CN(c2nc3ccccn3c(=O)c2/C=C(\C#N)C(=O)N2CCOCC2)CC(C)O1 (stereo unspecified)	15%	-6	-5%	1%	-1	-2	15%
Cc1cc(OCC(=O)OCC(=O)Nc2cc(C(F)(F)F)ccc2N2CCOCC2)ccc1Cl	0%	1	-10%	-5%	-2	1	38%
COc1cc2cc(CCCOC(=O)c3ccco3)oc(=O)c2cc1OC	7%	.	7%	.	.	4	14%
COc1ccc(F)cc1C(=O)COC(=O)c1n[nH]c(=O)c2ccccc12	17%	.	-13%	.	.	49	-22%
CCCCn1c(N)c(N(CCOC)C(=O)c2cc(-c3ccccc3)nc3ccccc23)c(=O)[nH]c1=O	4%	.	-14%	.	.	-28	50%
CCN(CC)c1ccc(/C=N/NC(=O)c2cc3ccccc3[nH]2)cc1	5%	28	-15%	2%	20*	-30	-38%
CCCCc1nc2cc(C(=O)NCCc3cnn(C)c3)ccc2o1	-2%	36*	-11%	11%	39*	18	-3%
Cc1cc(-n2nc(C)cc2C)nc(N)n1	38%[activator]	7	0%	-10%	3	21	-19%
O=C(c1ccc(N2CCCC2)c([N+](=O)[O-])c1)N1CCN(CCO)CC1	-16%	-5	-8%	-11%	1	-21	-9%
COc1ccc(C(C)(C)C)cc1NC(=O)c1cncc(Br)c1	13%	-9	?	-1%	-3	-11	1%
COc1ccc(C(C(=O)NC2CCCCC2)N(C(=O)CCl)c2ccc(OC)cc2)cc1 (stereo unspecified)	-1%	-2	-5%	-4%	1	.	-12%
Cc1cccc(C2=NN(c3ccccc3)[C@@H](C(=O)N3CCOC3=O)[C@@H]2c2ccccc2)c1	13%	i	.	-7%	-2	-10	8%

In the list so far, these have a thiophene ring, fused or not.
canonical_smiles	AMA1-RON2 inh	Shiga inhibitor	AmpC detergent	FBPA Giardia inh	CHX counter	HCMV antiviral	AmpC inh no detg
CC(C)c1nc2sc3c(c2c(=O)[nH]1)CC(C)(C)OC3	-6%	-3	1%	6%	2	-12	-10%
CCOC(=O)c1c(NC(=O)CSc2nnc(C)c(=O)[nH]2)sc2c1CCC2	-4%	-1	-5%	16%	-2	-15	-23%

Next results
canonical_smiles	AMA1-RON2 inh	Shiga inhibitor	AmpC detergent	FBPA Giardia inh	CHX counter	HCMV antiviral	AmpC inh no detg
COc1cc(NC(=S)N2CCN(Cc3ccccc3)CC2)cc(OC)c1	-4%	3	0%	0%	4	?	32%
CCn1c(CNC(=O)Cc2ccc(OC)cc2)nnc1SCCOc1ccccc1	7%	-19	?	1%	-6	-20	58%
CCOCCCNC(=O)CN1C(=O)COc2ccc(S(=O)(=O)N3CCCC3)cc21	-7%	-4	2%&-13%	.	-3	44&-1	5%
Cc1cc(C)c(Cn2cnc3ccccc32)c(C)c1	0%	18	1%	0%	4	-28	-1%
CCCCCCSc1ccc([C@H]2N[C@@](C)(C(=O)OC)[C@H]3C(=O)N(CC)C(=O)[C@@H]23)cc1	-5%	.	11%	.	.	6	196%[activator]
Cc1cccc(NCc2n[nH]c(=S)n2-c2ccccc2)c1	67%[activator]	-8	4%	1%	0	-8	-13%
O=C(CN1CCN(c2ccc(F)cc2)CC1)Nc1nnc(-c2ccccc2)s1	51%[activator]	7	-8%	-1%	1	6	-18%
O=C(CN1CCC(n2nnc3cc(F)ccc32)CC1)Nc1ccccc1N1CCOCC1	4%	-27	-7%	4%	-2	?	68%[activator]
CCCN1CNC(=S)N(c2ccccc2C)C1	-1%	21	?	1%	12	?	-13%
COc1ccc(NC(=O)c2cccs2)cc1C(=O)N1CCN(c2ccccc2)CC1	-5%	-4	2%	.	-1	-10	-6%
Nc1ccn(CC(=O)NCc2ccc3[nH]ccc3c2)c(=O)n1	1%	.	1%	.	.	3	-5%
COc1ccc(CN=C2NC(=O)CC(C(=O)Nc3ccc(Cl)cc3)S2)cc1 (stereo unspecified)	2%	-8	-8%	2%	-4	65	-1%
COc1ccc(S(=O)(=O)NCC2CCC(C(=O)NCCCN3CCCC3=O)CC2)cc1 (stereo unspecified)	11%	15	-14%	5%	-2	-6	10%
Cc1ccc(Nc2nc(=O)c3cc([N+](=O)[O-])ccc3s2)cc1	0%	3	-6%	7%	2	?	-16%
CCC(CC)C(=O)Nc1cc(NC(=O)C(CC)CC)cc(C(=O)O)c1	16%	-3	-13%	7%	-1	-3	-18%
S=C(c1ccc(-c2cc(Cl)ccc2Cl)o1)N1CCOCC1	?	-4	-2%	-21%	2	-11	-25%
Cn1c(O)c(C=NCCN2CCOCC2)c(=O)[nH]c1=S	52%[activator]	1	?	0%	-4	40	0%
CC(=O)/C(N=Nc1ccc(C(=O)O)cc1[N+](=O)[O-])=C(\C)O	-2%	-2	?	-11%	-2	19	-18%
COc1ccc(C(=O)CN2CCOCC2)cc1F	20%	7	-9%	-13%	2	7	-16%
O=C(NNS(=O)(=O)c1cccc(Cl)c1)c1cc(-c2ccc(F)cc2)nc2ccccc12	54%[activator]	-8	-9%	11%	0	-22	13µM*
Cc1sc2nc(CSCC(=O)Nc3ccc(Cl)cc3F)[nH]c(=O)c2c1C	-3%	.	-5%	.	.	4	-17%
COc1ccc(C(CNC(=O)/C=C/c2c(Cl)nc3ccccn23)N(C)C)cc1 (stereo unspecified)	14%	2	-2%	-13%	9	-22	-8%
CCn1c(C)nc2cc(C(=O)OC)ccc21	0%	10	1%	0%	3	-11	-3%
CCCc1cc(=O)oc2cc(OCC(=O)NCCc3ccc(S(N)(=O)=O)cc3)ccc12	-2%	-4	-8%	.	-8	-27	-10%
CCCCOC(=O)CSCC(=O)N1N=C(c2cccs2)CC1c1ccc(F)cc1 (stereo unspecified)	11%	-9	-14%	4%	3	-18	-32%
CCCn1nnc(NC(=O)c2ccc(OCC)c(Cl)c2)n1	6%	33	3%	-2%	20*	-1	-12%
COc1cccc(C(C(=O)NC2CCCCC2)N(C(=O)Cc2cccs2)c2ccc(-n3cnnn3)c(OC)c2)c1 (stereo unspecified)	-4%	-4	-11%	8%	-1	-2	-7%
CCOC(=O)c1c(C)oc2c1c1c(c3ccccc32)OCN(CCCC(=O)O)C1	-3%	89*	-2%	?	62*	125	-3%
CCC(CC)C(=O)Nc1c(C(=O)N2CCN(c3ccccc3)CC2)oc2ccccc12	-6%	2	1%&-2%	.	-3	-79*!	26%
ClCCOCOCCCl	9%	.	4%	.	.	39	1%
CN(C)c1nc(N)nc(-c2ccco2)n1	13%	-2	?	-2%	7	15	-21%
Cc1occc1C(=O)NNC(=O)c1ccccc1Br	5%	28*	?	-3%	12	66	-14%
C=C(C)CSc1nnc([C@@H](NC(=O)OC(C)(C)C)C(C)CC)o1 (stereo partly specified)	-25%	7	?	4%	-2	-13	18%

2 records picked at random from those above:
canonical_smiles	AMA1-RON2 inh	Shiga inhibitor	AmpC detergent	FBPA Giardia inh	CHX counter	HCMV antiviral	AmpC inh no detg
COc1cc(NC(=S)N2CCN(Cc3ccccc3)CC2)cc(OC)c1	-4%	3	0%	0%	4	?	32%
COc1ccc(NC(=O)c2cccs2)cc1C(=O)N1CCN(c2ccccc2)CC1	-5%	-4	2%	.	-1	-10	-6%
